Screening data as filed in PubChem BioAssay.
STK33 kinase inh: inhibitors of human STK33 kinase | Q9BYT3 | purified STK33, MBP phosphorylation, ADP-Glo luminescence | inhibition, % at 10 µM | actives 0.073% (n = 320,000);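 active = inhibition at or above 25%, using the most active replicate where run in duplicate; inactive = inhibition below 25%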
Target sequence (Q9BYT3 whole entry, looked up): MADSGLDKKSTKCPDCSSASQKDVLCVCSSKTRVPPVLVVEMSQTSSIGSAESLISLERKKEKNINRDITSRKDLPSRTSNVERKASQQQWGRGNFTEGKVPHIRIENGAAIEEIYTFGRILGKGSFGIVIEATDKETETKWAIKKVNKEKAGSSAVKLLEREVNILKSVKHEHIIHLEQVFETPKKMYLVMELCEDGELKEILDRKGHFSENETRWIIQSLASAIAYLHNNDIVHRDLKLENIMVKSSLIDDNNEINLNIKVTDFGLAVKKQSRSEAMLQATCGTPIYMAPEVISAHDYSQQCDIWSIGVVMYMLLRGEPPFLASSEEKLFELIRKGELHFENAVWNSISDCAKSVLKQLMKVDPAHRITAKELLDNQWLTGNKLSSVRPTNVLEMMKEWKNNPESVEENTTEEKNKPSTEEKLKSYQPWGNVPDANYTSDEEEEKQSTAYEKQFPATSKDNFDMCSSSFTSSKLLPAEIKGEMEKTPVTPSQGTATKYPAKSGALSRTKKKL
OX1R FRET antag: blocks the human orexin 1 receptor; AID 485270; O43613; actives 1.8% (n = 330,000); OX1R-expressing cells, FRET antagonist read-out; inhibition, % at 6.6 µM; in the data active = inhibition mostly above about 38%, no sharp cut-off; inactive = mostly below about 40%;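 also: 0% = agonist challenge alone and 100% = reference antagonist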
Target sequence (O43613 whole entry, looked up): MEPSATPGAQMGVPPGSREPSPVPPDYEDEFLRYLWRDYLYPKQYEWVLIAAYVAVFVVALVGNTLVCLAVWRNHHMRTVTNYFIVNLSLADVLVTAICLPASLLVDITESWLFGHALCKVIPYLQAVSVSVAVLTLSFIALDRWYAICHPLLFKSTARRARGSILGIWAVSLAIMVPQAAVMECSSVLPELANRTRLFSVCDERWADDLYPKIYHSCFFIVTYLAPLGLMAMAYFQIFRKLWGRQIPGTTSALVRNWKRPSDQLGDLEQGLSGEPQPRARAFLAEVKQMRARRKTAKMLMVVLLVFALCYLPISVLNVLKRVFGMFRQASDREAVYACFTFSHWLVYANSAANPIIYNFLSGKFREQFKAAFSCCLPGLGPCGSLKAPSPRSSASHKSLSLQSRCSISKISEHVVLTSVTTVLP
KCNQ2 inh: KCNQ2 channel blockers in CHO-K1 cells – cell-based, FluxOR thallium flux, B-score, primary screen (AID 2156); O88943; actives 1.1% (n = 310,000); 20 min; stronger effect = lower value; B-score at 10 µM;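 active = fluorescence ratio B-score at most minus 3 library SDs, with starting brightness B-score within 2 library SDs, cut at about -5.5 in these data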
Active calls of the source: *; i = inactive; · = no result given.

| STK33 kinase inh | KCNQ2 inh | OX1R FRET antag | Structure |
| --- | --- | --- | --- |
| 0.1 | i | 19 | Cc1cc(N2C(=O)C3C4CCC(C4)C3C2=O)no1 (stereo not drawn) |
| 0.1 | i | 5 | Cc1cccc(NC(=S)NC2CCCC2)n1 |
| -0.1 | i | 3 | COC(=O)COc1cccc2c(=O)n(CC(=O)NCc3ccccc3)ccc12 |
| -0.7 | i | 14 | CCS(=O)(=O)N1Cc2ccccc2CC1C(=O)Nc1nnc(SCc2ccc(C#N)cc2)s1 (stereo not drawn) |
| -0.4 | i | 27 | O=C(NCCc1ccc(Cl)cc1)c1ncn[nH]1 |
| -0.6 | i | 6 | CCCCCOC(=O)C1[C@H]2C(=O)N(Cc3cccs3)C[C@]23C=C[C@H]1O3 (stereo partly drawn) |
| -3.0 | i | 22 | NS(=O)(=O)c1ccc(NC(=O)CSC2CCCCC2)cc1 |
| -0.1 | i | 15 | COc1ccc(N2C(=O)CN=C2Nc2nc(C)cc(C)n2)cc1 |
| -3.7 | i | 11 | C=CCN1C(=O)NC2(CCCCC2)C1=O |
| · | i | 7 | Cc1ccccc1Nc1c(-c2ccc(N3CCOCC3)cc2)nc2cnccn12 |
| 0.2 | i | 9 | CCC(C)NC(=O)N[C@@H](CCSC)C(=O)OC (stereo partly drawn) |
| -1.0 | i | 24 | COc1ccc(C(C)=O)cc1COC(=O)c1ccc2ccccc2n1 |
| 0.0 | i | 12 | CC(C)OC(=O)c1ccccc1C(=O)c1ccc(N)c([N+](=O)[O-])c1 |
| 0.6 | · | -3 | C[C@H](NC(=O)c1ccco1)C(=O)NCc1cccs1 |
| 2.8 | i | 28 | O=C(NCc1ccccc1Cl)C1CCN(S(=O)(=O)c2cccc3nonc23)CC1 |
| -0.1 | i | 0 | O=C(OCc1ccc(F)cc1)c1cc2ccccc2cc1O |
| -2.7 | i | 5 | COc1ccc(N2CCN(CCNC(=O)Nc3ccc(Cl)cc3)CC2)cc1 |
| -0.5 | i | 3 | COc1ccc(N2CCN(CCCn3c(=S)[nH]c4ncccc4c3=O)CC2)cc1 |
| -1.1 | · | 11 | O=C1N[C@H](Cc2ccccc2)COC(=O)[C@H](Cc2ccc(F)cc2)CC/C=C/C[C@@H]1CC(=O)N(CCO)Cc1ccccc1 |
| 0.0 | i | 10 | O=C(OCC(=O)N1CCN(C(=O)COC(=O)c2ccc(O)cc2O)CC1)c1ccc(O)cc1O |
| · | i | 8 | O=C(NC1CCCC1)C1CCCN1C(=O)Nc1ccc(Cl)cc1 (stereo not drawn) |
| 0.3 | i | 19 | CCC(C)NC(=O)Nc1ccc(Br)cc1 (stereo not drawn) |
| -0.8 | i | 7 | Cc1nnc(SCC(=O)c2cc(C)n(-c3ccc4c(c3)OCO4)c2C)s1 |
| -1.0 | i | 14 | S=c1[nH]nc(-c2cccnc2)n1/N=C/c1ccc(Br)s1 |
| 3.0 | i | 17 | Cc1c(C(=O)NCCCN2CCOCC2)sc2nc(-c3ccccc3)cn12 |
| 1.3 | i | 30 | CN1CC=C2C(C#N)=C(N)C(C#N)(C#N)[C@H](c3cccs3)[C@H]2C1 |
| -1.2 | i | 3 | O=C(NCCCn1ccnc1)c1ccc2ccccc2c1 |
| -1.1 | · | 0 | O=C(COC(=O)c1cc2ccccc2cc1O)NC1CCCCC1 |
| -3.5 | · | 7 | CC1CC1C(=O)OCC(=O)Nc1ccc(Cl)cn1 (stereo not drawn) |
| -1.2 | i | 1 | O=C(COCc1nc2ccccc2c(=O)[nH]1)NC1CCCC1 |
| -1.0 | i | 16 | CN(C(=S)NC1CCCCC1)C1(c2ccccc2Cl)CCCCC1=O (stereo not drawn) |
| -0.4 | i | 21 | O=C(CCn1cnnn1)Nc1ccccc1 |
| -0.2 | · | 19 | CCOC(=O)C1CCCN(C(=O)c2ccccc2NS(=O)(=O)c2ccc(F)cc2)C1 (stereo not drawn) |
| 0.1 | i | 17 | Cn1c(=O)c2c(nc(Br)n2CCCc2ccccc2)n(C)c1=O |
| -2.4 | i | 5 | Cc1ccc(/C=N/NC(=O)CSc2nc3ccccc3o2)cc1 |
| 1.6 | i | 18 | CC1(C)NC(=O)N(CCCCOc2ccc(Cl)cc2C=O)C1=O |
| -0.4 | i | 35 | COc1ccc(CNC(=O)CN(Cc2ccc(C)cc2)C(=O)c2csnn2)cc1 |
| -1.6 | i | 25 | O=C(NCCC1CCCCN1S(=O)(=O)c1ccc(F)cc1)C(=O)Nc1ccccc1F (stereo not drawn) |
| -1.6 | i | 13 | CCN(C(=O)c1cccc(Br)c1)C1CCS(=O)(=O)C1 (stereo not drawn) |
| -1.7 | i | 10 | CC(C)c1ccccc1NC(=S)NCC1(N(C)C)CCCCC1 |
| -1.0 | i | 32 | C#CCNC(=O)C1=C[C@H](c2ccc3c(c2)OCO3)C[C@H](OCc2ccc(CO)cc2)O1 |
| 0.2 | i | 19 | Fc1ccc(N=c2ssnc2Cl)c(F)c1 |
| -1.7 | i | 16 | CO/N=C/C(C#N)=C/c1cc(C(=O)c2ccccc2)cn1C |
| 0.7 | i | 13 | COc1cccc(-n2c(-c3ccccc3)c[nH]c2=S)c1 |
| -1.7 | i | 19 | CCOC(=O)CC1CCCCN1Cc1cn[nH]c1-c1ccc(F)cc1F (stereo not drawn) |
| -1.2 | i | 16 | COc1ccc(C(=O)Nc2ccc(Nc3ccccc3)cc2)cc1[N+](=O)[O-] |
| -2.6 | i | -1 | CS(=O)(=O)N1CCC(C(=O)Nc2ccc(OCc3ccccc3)cc2)CC1 |
| -1.2 | · | 7 | Cc1ccccc1CNC(=O)CCNS(=O)(=O)c1ccc(OC(F)(F)F)cc1 |
| -1.3 | i | 6 | CCN(CC)CCCNc1nc(-c2ccccc2)nc2ccccc12 |
| 0.0 | i | 9 | CCCC1(C)NC(=O)c2ccccc2O1 (stereo not drawn) |
| 0.0 | i | 24 | C/C=C(/C)C(=O)Nc1cccc(C2=NOC3(C2)C[C@@H](C(N)=O)N(C(=O)/C=C/CC)C3)c1 (stereo partly drawn) |
| 1.1 | i | 7 | CC(C)c1ccc2oc(=O)cc(CN3CCCCC3)c2c1 |
| 0.5 | i | · | CCOC(=O)CSc1nc2sc3c(c2c(=O)n1-c1ccc(OC)cc1)CCN(C)C3 |
| 0.4 | i | 17 | Cc1ccc(CS(=O)(=O)CCC(=O)NCCCOC(C)C)cc1 |
| 0.8 | i | · | CCOCCCNC(=O)c1oc2ccc3c(c2c1C)C(O)CC(C)(C)O3 (stereo not drawn) |
| -0.2 | i | 12 | COC(=O)C1C(O)=CC(=O)CC1C (stereo not drawn) |
| 0.7 | i | 7 | Cc1cccc(CCNC(=O)CCS(=O)(=O)c2ccc(Br)cc2)c1 |
| -0.7 | i | 41 | Cc1ccc(NC(=O)Cn2nc(C(=O)O)c3ccccc3c2=O)c([N+](=O)[O-])c1 |
| -0.2 | i | 7 | O=C(/C=C/c1cccc([N+](=O)[O-])c1)NC(=S)Nc1cccc(NC(=O)c2ccccc2Cl)c1 |
| 0.7 | i | 25 | CCOC(=O)C1=C(C)OC(N)=C(C#N)C1c1cc(Cl)c(OCC(N)=O)c(OC)c1 (stereo not drawn) |

Going on with the list:
| STK33 kinase inh | KCNQ2 inh | OX1R FRET antag | Structure |
| --- | --- | --- | --- |
| -0.7 | i | 4 | O=C(O)C[C@H]1c2cc(C(F)(F)F)ccc2S(=O)(=O)N1C1CCCCC1 |
| -2.3 | i | 9 | COc1ccc(NS(=O)(=O)c2cc(C)ccc2OC)cc1OC |
| 0.3 | · | 8 | CCc1ccc(-c2nn(Cc3ccccc3)cc2C(=O)NCC2CCCO2)cc1 (stereo not drawn) |
| 3.6 | i | -3 | CN(Cc1ccccc1)C(=O)CCC1CCN(C(=O)CCC(F)(F)F)CC1 |
| -0.1 | i | 22 | COCCN(C(=O)COC(=O)c1cc2ccccc2cc1O)c1c(N)n(Cc2ccccc2)c(=O)[nH]c1=O |
| 0.3 | i | 10 | CN(C)CCCOc1nc2c(c(=O)n(C)c(=O)n2C)n1C |
| -0.2 | i | 15 | Fc1ccc(NC(=S)N2CCCC(c3ccccc3)=N2)cc1 |
| -0.6 | i | 16 | CCCCCCCNC(=O)C1(CC2CC(c3cccc(Br)c3)=NO2)CCN(C(=O)OC(C)(C)C)CC1 (stereo not drawn) |
| -3.1 | i | 24 | Cc1ccc(S(=O)(=O)NCc2csc(-c3cccs3)n2)cc1 |
| -1.1 | i | -4 | O=C(Nc1ccccc1N1CCOCC1)c1ccc(Cl)c(S(=O)(=O)NCc2ccco2)c1 |
| 0.2 | i | 12 | COc1cc(OC)cc(-c2cc3nc(C)c(CCC(=O)O)c(=O)n3[nH]2)c1 |
| -1.2 | i | 22 | Cc1c(NC(=O)c2coc(=O)c(Br)c2)c(=O)n(-c2ccccc2)n1C |
| -0.8 | · | 1 | Cc1cccc(C(=O)OCC(=O)NCCN2C(=O)CSC2=O)c1[N+](=O)[O-] |
| -1.0 | i | 6 | Nc1cc(=O)[nH]c(SCc2ccccc2Cl)n1 |
| 0.3 | i | 10 | CCn1c(=O)c(C(=O)Nc2ccccc2F)c(O)c2ccccc21 |
| 1.0 | i | 41 | CC(C)C[C@H](NC(=O)c1nc[nH]c1C(=O)NCCCCCNC(=O)OC(C)(C)C)C(=O)OC(C)(C)C |
| -0.6 | i | 15 | CCN(CC)c1ccc(CNc2nc3ccccc3n2CCN2CCOCC2)cc1 |
| -0.5 | · | 2 | Cc1ccc(SCC(=O)NNC(=O)CNC(=O)c2ccccc2F)cc1 |
| -1.2 | i | 14 | CCCC(=O)Nc1ccc(C(=O)N/N=C/c2ccc[nH]2)cc1 |
| -1.4 | i | 7 | COc1cccc(C(=O)N2CCC(C(=O)NCc3ccco3)CC2)c1 |
| 0.9 | i | 4 | COC(=O)CC(=O)CSc1nc2c(cc1C#N)CCC2 |
| 0.5 | i | 18 | OCC1(Cc2ccccc2C(F)(F)F)CCN(Cc2cccc3cnccc23)CC1 |
| 1.8 | i | 37 | O=C(Nc1ccc(N2CCOCC2)cc1)c1cn2ccccc2n1 |
| 0.3 | i | 4 | Cc1nn(C)c(C)c1S(=O)(=O)N(CC(=O)N1CCc2ccccc21)c1ccc(C(C)C)cc1 |
| -0.4 | i | 89* | NC(=O)c1c(NC(=O)c2ccccc2)sc2c1CCC2 |
| -2.6 | i | 29 | Cc1cccc(NC(=S)N/N=C/c2ccc(Cl)c([N+](=O)[O-])c2)c1 |
| -0.6 | i | 16 | Cc1c(NC(=O)C(C)OC(=O)/C=C/c2ccc3c(c2)OCO3)c(=O)n(-c2ccccc2)n1C (stereo not drawn) |
| -0.7 | i | 12 | COc1cc(/C=C/C(=O)OCC(=O)N2CCCCCC2)ccc1OCC#N |
| -1.1 | i | 4 | O=S1(=O)CC(N2CCCCC2)C(N2CCCCC2)C1 (stereo not drawn) |
| -5.8 | i | 19 | Cc1sc2ncnc(SCC(=O)NC3CC3)c2c1C |

Part of the list above in another layout:
SMILES	STK33 kinase inh	KCNQ2 inh	OX1R FRET antag
Cc1ccc(SCC(=O)NNC(=O)CNC(=O)c2ccccc2F)cc1	-0.5	·	2
CCCC(=O)Nc1ccc(C(=O)N/N=C/c2ccc[nH]2)cc1	-1.2	i	14
COc1cccc(C(=O)N2CCC(C(=O)NCc3ccco3)CC2)c1	-1.4	i	7
COC(=O)CC(=O)CSc1nc2c(cc1C#N)CCC2	0.9	i	4

Reformatted with each value named: part of the list above.
Cc1nn(C)c(C)c1S(=O)(=O)N(CC(=O)N1CCc2ccccc21)c1ccc(C(C)C)cc1
- STK33 kinase inh = 0.3
- KCNQ2 inh = i
- OX1R FRET antag = 4

NC(=O)c1c(NC(=O)c2ccccc2)sc2c1CCC2
- STK33 kinase inh = -0.4
- KCNQ2 inh = i
- OX1R FRET antag = 89*

Cc1cccc(NC(=S)N/N=C/c2ccc(Cl)c([N+](=O)[O-])c2)c1
- STK33 kinase inh = -2.6
- KCNQ2 inh = i
- OX1R FRET antag = 29

Additional results
| STK33 kinase inh | KCNQ2 inh | OX1R FRET antag | Structure |
| --- | --- | --- | --- |
| 1.2 | i | 18 | COc1ccc(-c2csc3nc(C)n(-n4cccc4)c(=O)c23)cc1 |
| -0.1 | i | 3 | CCOC(=O)c1cnc2c(C)c(Cl)ccc2c1Nc1ccc(S(=O)(=O)Nc2ncccn2)cc1 |
| -2.4 | i | 22 | Nc1nnc(CC(=O)N/N=C/c2ccc(-c3ccc(F)cc3)o2)s1 |
| -0.5 | i | 29 | CCOc1ccccc1NC(=O)c1cc(C(=O)c2cc(Br)ccc2O)coc1=N |
| -1.4 | i | 13 | Cc1ccn(C(=O)c2ccc(NC(=O)C3CC3)cc2)n1 |
| -0.3 | i | 34 | COC(=O)c1ccc(NC(=O)Cn2c([N+](=O)[O-])cnc2C)cc1 |
| -0.2 | i | 12 | CNC(=O)c1[nH]cnc1C(=O)N[C@@H](C)C(=O)OC(C)(C)C |
| 0.6 | i | 22 | O=[N+]([O-])c1cc([N+](=O)[O-])c(Oc2c(F)ccc(F)c2F)cc1NN1CCCCC1 |
| -0.5 | · | 26 | CCOC(=O)[C@H]1[C@H]2COc3ccc(Cl)cc3[C@@H]2N2C(=O)c3cc(Cl)ccc3NC(=O)[C@@]12C |
| -0.6 | i | -3 | O=C(NCCC(=O)N1CCOCCOCCOCCOCC1)OCc1ccccc1 |
| -1.3 | i | 24 | c1ccc(Nc2nnc(-c3cccc4ccccc34)o2)cc1 |
| -0.3 | · | 17 | COc1cccc(CNC(=O)COC(=O)c2cc([N+](=O)[O-])ccc2N2CCCC2)c1 |
| 10 | i | 22 | Cc1ccc(C)c(NC(=O)CN(C)C(=O)CSC(C)C(=O)Nc2cc(C)on2)c1 (stereo not drawn) |
| -2.0 | i | 11 | CSc1ccc(CN(C)C(=O)c2cc(=O)[nH]c3ccccc23)cc1 |
| -1.3 | -9.5* | 19 | CCC(CC)C(=O)N(CCc1ccc(OC)cc1)Cc1nc2ccccc2c(=O)[nH]1 |
| 1.5 | i | 40 | NC(=S)N/N=C/c1ccc(-c2cccc([N+](=O)[O-])c2)o1 |
